# PAFAH1B2 FP inh: PAFAH1B2 enzyme inhibitors, primary screen, biochemical, fluorescence polarization, human; Platelet-activating factor acetylhydrolase IB subunit alpha2 (Homo sapiens), P68402; AID 492953, 2010; recombinant PAFAH1B2, FP-rhodamine activity probe; hit rate 1.2% among 340,000; inhibition, % at 3.39 µM;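 active = inhibition above the mean of all tested compounds plus 3 SD, cut at about 24% in these data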;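 also: 0% = enzyme with DMSO and 100% = wells lacking PAFAH1B2; many of its hits are not listed in these tables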
# PAFAH2 FP inh: PAFAH2 enzyme inhibitors, primary screen, biochemical, fluorescence polarization, human. recombinant PAFAH2, FP-rhodamine activity probe. inhibition, % at 3.39 µM. AID 492956, 2010. hit rate 0.99% among 340,000. Platelet-activating factor acetylhydrolase 2, cytoplasmic (Homo sapiens), Q99487;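 active = inhibition above the mean over all tested compounds plus 3 SD, cut at about 30% in these data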;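 also: inhibitors block probe labeling of enzyme so polarization drops; 0% = enzyme with DMSO and 100% = wells lacking PAFAH2 protein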
# PAD4 inh: human PAD4 inhibitors, primary screen, biochemical, fluorescence polarization, 1536-well format. Protein-arginine deiminase type-4 (Homo sapiens), Q9UM07. recombinant PAD4, RCA probe fluorescence polarization. inhibition, % at 6.36 µM. hit rate 0.41% among 330,000. AID 485272, 2010;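 active = percent inhibition above a cutoff equal to the mean of all tested compounds plus 3 SD, cut at about 15% in these data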;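 also: 0% = PAD4 with RCA probe and DMSO and 100% = probe without PAD4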
# GSTO1 counter: inhibitors of recombinant GSTO1, primary screen, counter-screen for RBBP9 inhibitor project, biochemical, fluorescence polarization | Glutathione S-transferase omega-1 (Homo sapiens), P78417 | activity-based probe fluorescence polarization | inhibition, % at 5.96 µM | hit rate 1.1% among 300,000;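 active = inhibition above the campaign mean inhibition plus 3 SD, cut at about 35% in these data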;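 also: 0% = GSTO1-1 with DMSO and 100% = wells lacking GSTO1-1 enzyme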
# Target sequence (P78417 whole entry, looked up): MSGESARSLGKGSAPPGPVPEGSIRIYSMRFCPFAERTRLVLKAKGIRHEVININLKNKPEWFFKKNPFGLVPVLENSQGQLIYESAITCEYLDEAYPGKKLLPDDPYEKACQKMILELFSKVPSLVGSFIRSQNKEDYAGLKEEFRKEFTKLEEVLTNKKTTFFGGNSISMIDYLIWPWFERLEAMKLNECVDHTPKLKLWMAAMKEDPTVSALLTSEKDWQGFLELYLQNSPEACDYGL
# Fam108B counter: mouse Fam108B serine hydrolase inhibitors, primary screen, counter-screen for RBBP9 inhibitor project, biochemical, fluorescence polarization; recombinant Fam108B, FP-Rh probe fluorescence polarization; inhibition, % at 9.51 µM; hit rate 0.33% among 300,000; AID 1947, 2009;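 active = inhibition above the screen mean inhibition plus 3 SD, computed separately per campaign, cut at about 18% in these data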;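 also: inhibitors lower polarization as less probe binds the enzyme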
# pPAFAH FP inh: pPAFAH enzyme inhibitors, primary screen, biochemical, fluorescence polarization, human; hit rate 1.5% among 330,000; recombinant pPAFAH, FP-rhodamine probe fluorescence polarization; inhibition, % at 3.39 µM;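 active = inhibition above the mean inhibition across the screen plus 3 SD, cut at about 25% in these data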;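 also: inhibitors block binding of the rhodamine activity-based probe so polarization drops; 0% = enzyme with DMSO and 100% = wells lacking pPAFAH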
# PME-1 inh: PME-1 inhibitors via competitive probe labeling, primary screen, biochemical, fluorescence polarization, FP-Rh probe, HTS; Protein phosphatase methylesterase 1 (Homo sapiens), Q9Y570; recombinant PME-1; inhibition, % at 5.9 µM; hit rate 0.53% among 320,000;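 active = inhibition above the campaign mean of all compounds plus 3 SD, cut at about 26% in these data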;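 also: competitive labeling of PME-1 active site by serine hydrolase directed probe; 0% = PME-1 with DMSO and 100% = wells lacking PME-1 enzyme; inhibitors block probe labeling so polarization falls and inhibition rises; many of its hits are not listed in these tables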
# Target sequence (Q9Y570 whole entry, looked up): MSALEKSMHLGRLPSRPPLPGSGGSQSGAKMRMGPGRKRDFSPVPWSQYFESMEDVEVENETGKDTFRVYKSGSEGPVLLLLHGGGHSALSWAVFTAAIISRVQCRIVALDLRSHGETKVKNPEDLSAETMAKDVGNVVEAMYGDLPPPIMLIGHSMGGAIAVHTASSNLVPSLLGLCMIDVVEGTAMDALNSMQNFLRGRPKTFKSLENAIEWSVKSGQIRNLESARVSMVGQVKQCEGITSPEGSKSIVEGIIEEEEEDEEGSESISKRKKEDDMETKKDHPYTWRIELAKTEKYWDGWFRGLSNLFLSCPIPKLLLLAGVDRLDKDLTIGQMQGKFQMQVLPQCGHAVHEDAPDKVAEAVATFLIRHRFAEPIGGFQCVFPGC
# PAFAH1B3 inh: PAFAH1B3 enzyme inhibitors, primary screen, biochemical, fluorescence polarization, human. inhibition, % at 3.39 µM. Platelet-activating factor acetylhydrolase IB subunit alpha1 (Homo sapiens), Q15102. hit rate 0.28% among 340,000. AID 492972, 2010. recombinant PAFAH1B3, FP-rhodamine probe;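 active = inhibition above the screen-wide average of all tested compounds plus 3 SD, cut at about 25% in these data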;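 also: 0% = enzyme with DMSO only and 100% = wells lacking PAFAH1B3 protein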
# Target sequence (Q15102 whole entry, looked up): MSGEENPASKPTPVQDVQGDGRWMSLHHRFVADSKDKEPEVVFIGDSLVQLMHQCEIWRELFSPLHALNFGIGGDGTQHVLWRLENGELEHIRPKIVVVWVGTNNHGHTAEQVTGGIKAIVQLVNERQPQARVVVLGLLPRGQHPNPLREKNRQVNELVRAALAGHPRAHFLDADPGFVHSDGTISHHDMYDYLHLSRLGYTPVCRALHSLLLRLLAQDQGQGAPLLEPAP
# LYPLA1 inh: LYPLA1 inhibitors, primary screen, counter-screen for PME1 inhibitor project, biochemical, fluorescence polarization, FP-Rh probe ABPP; recombinant LYPLA1; hit rate 0.16% among 320,000; AID 2174, 2009; inhibition, % at 5.9 µM; Acyl-protein thioesterase 1 (Homo sapiens), O75608;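 active = inhibition above the mean of all tested compounds plus 3 SD, set per campaign, cut at about 14% in these data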;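 also: inhibitors block serine hydrolase probe labeling of LYPLA1 so polarization falls; 0% = enzyme with DMSO and 100% = wells lacking LYPLA1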
# Target sequence (O75608 whole entry, looked up): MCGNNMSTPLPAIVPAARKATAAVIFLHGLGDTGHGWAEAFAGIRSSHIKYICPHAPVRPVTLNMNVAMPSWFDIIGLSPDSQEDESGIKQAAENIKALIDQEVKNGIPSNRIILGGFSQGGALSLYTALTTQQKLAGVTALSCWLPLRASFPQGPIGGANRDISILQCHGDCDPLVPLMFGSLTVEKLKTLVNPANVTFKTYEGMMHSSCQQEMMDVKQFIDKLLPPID
# The depositor's hits bear a star; x = no result given. Some of the compounds tested (hit frequency here may not be typical).
SMILES,PAFAH1B2 FP inh,PAFAH2 FP inh,PAD4 inh,GSTO1 counter,Fam108B counter,pPAFAH FP inh,PME-1 inh,PAFAH1B3 inh,LYPLA1 inh
Cc1cc(Br)ccc1SCC(=O)NCC(c1ccco1)N1CCCCC1 (centres undefined),16,-1,3,3,-2,2,4,1,3
COc1ccc2c(c1)C(C1C(=O)CCCC1=O)c1ccccc1O2 (centres undefined),0,5,3,-3,2,2,1,9,-4
CCOC(=O)c1ccc(N2CCOCC2)c(NC(=O)c2ccc3c(c2)OCO3)c1,2,1,-3,-1,2,1,-2,8,1
C=CCN(CC=C)C(=O)C1CCN(Cc2ccc(OCc3ccccc3)cc2)CC1,5,3,-4,-2,-1,9,0,-2,-1
COc1ccnc(N=CNOCc2ccc(C)cc2)c1C#N,8,-1,2,9,-1,2,-4,9,-2
CN1CCN(S(=O)(=O)c2ccc(Nc3cccc(Cl)c3)c([N+](=O)[O-])c2)CC1,20,-10,0,x,x,3,1,7,5
CCc1nnc(NS(=O)(=O)c2ccc(NC(=O)CCC(=O)OC)cc2)s1,1,3,2,4,0,5,2,9,1
CCOC(=O)N1CCC(n2c(SCC(=O)c3ccccc3)nc3ccsc3c2=O)CC1,17,-4,-4,9,-1,-6,-3,-4,-6
CCN(CC)S(=O)(=O)c1ccc(Cl)c(C(=O)NC)c1,4,0,3,3,3,-1,-6,2,-1
Cc1ccc(C)c(C(=O)CSc2nc(C)cc(=O)[nH]2)c1,5,1,-1,0,2,4,6,-2,-1
CCOc1ccccc1OCC(=O)Nc1cc(C)on1,3,2,-1,x,x,5,x,6,x
CCCOc1ccc(C2Nc3cccc4cccc(c34)N2)cc1,6,-13,-2,19,25*,8,49*,13,-7
COc1ccc(NC(=O)Cn2c(C(C)C)nc(C)cc2=O)cc1Cl,0,-4,-3,10,5,1,3,2,-5
CN1/C(=C/C=C(/C#N)C(N)=O)C(C)(C)c2ccccc21,1,-9,-2,0,1,4,-4,-1,2
C=CCC(C(=O)OC)(C(=O)OC)c1ccc([N+](=O)[O-])cn1,-1,-7,1,1,5,1,3,9,-1
Cc1ccnc(NS(=O)(=O)c2cc([N+](=O)[O-])ccc2C)c1,2,4,3,-8,2,2,-3,6,0
COc1cc2c(=O)n(CCC(=O)NCC3CCCO3)c(=O)n(CC(=O)Nc3ccc(C)cc3)c2cc1OC (centres undefined),5,4,-4,0,2,1,-7,6,-1
COc1ccc2nc(SCC(=O)NC(C)C)[nH]c2c1,0,3,0,2,3,-3,4,1,1
COc1cc(OC)c(C(=O)OCC(=O)NC2CCCC2)cc1OC,5,52*,-4,1,1,8,2,2,-5
C/C(N)=C(/C#N)C(=O)COC(=O)c1ccccc1Oc1ccccc1,6,-3,-3,5,1,1,4,7,3
COC(=O)[C@@]1(Cc2ccc(F)cc2)[C@@H]2[C@@H](CC(=O)[C@H]2CC(=O)C(=O)N(C)C)CN1C(=O)c1ccccc1,5,-3,-2,4,8,0,-3,-6,2
O=C1[C@H]2[C@@H](c3ccc(F)cc3)N3C(=O)N(c4ccc(C(F)(F)F)cc4)C(=O)[C@@]3(Cc3ccccc3)[C@H]2C(=O)N1C1CCCCC1,-5,3,1,-3,-7,8,-10,-2,-8
O=c1c([N+](=O)[O-])c(N2CCCCC2)c2ccccc2n1-c1ccccc1,0,10,0,4,5,0,-2,10,-3
CN(C)CC(O)CN1C(=O)NC(C)(C)C1=O (centres undefined),6,1,-2,5,-1,-5,6,-6,-3
COC(=O)Nc1nc(-c2ccccc2)c(C(=O)c2ccc(Cl)cc2)s1,9,10,10,3,1,2,4,5,-1
CCOCC(=O)Nc1cc(C(=O)NCCc2ccccc2)ccc1Cl,4,-2,-3,5,-4,5,2,-4,0
COc1ccc(NC(=O)C(C)N=C2NS(=O)(=O)c3ccccc32)cc1S(N)(=O)=O (centres undefined),1,7,5,x,x,0,6,7,0
Cc1ccc(N(C)C2=NC(=O)CS2)cc1Cl,-2,-1,-6,-1,6,3,1,12,-1
CC1CC(C)CN(C(=O)Cn2c(=O)n(CCCC(=O)NCc3ccco3)c(=O)c3sccc32)C1 (centres undefined),2,2,-2,4,-1,6,3,-3,0
O=C(Cc1ccccc1)c1c[nH]c(C(=O)NCCCN2CCOCC2)c1,-2,-9,-2,-4,-1,1,3,14,-5

# Ordered by count of non-hydrogen atoms (low to high): three of the compounds above
SMILES,PAFAH1B2 FP inh,PAFAH2 FP inh,PAD4 inh,GSTO1 counter,Fam108B counter,pPAFAH FP inh,PME-1 inh,PAFAH1B3 inh,LYPLA1 inh
COc1ccnc(N=CNOCc2ccc(C)cc2)c1C#N,8,-1,2,9,-1,2,-4,9,-2
CCc1nnc(NS(=O)(=O)c2ccc(NC(=O)CCC(=O)OC)cc2)s1,1,3,2,4,0,5,2,9,1
CN1CCN(S(=O)(=O)c2ccc(Nc3cccc(Cl)c3)c([N+](=O)[O-])c2)CC1,20,-10,0,x,x,3,1,7,5

# Compounds above that have a furan ring, fused or not (two):
SMILES,PAFAH1B2 FP inh,PAFAH2 FP inh,PAD4 inh,GSTO1 counter,Fam108B counter,pPAFAH FP inh,PME-1 inh,PAFAH1B3 inh,LYPLA1 inh
Cc1cc(Br)ccc1SCC(=O)NCC(c1ccco1)N1CCCCC1 (centres undefined),16,-1,3,3,-2,2,4,1,3
CC1CC(C)CN(C(=O)Cn2c(=O)n(CCCC(=O)NCc3ccco3)c(=O)c3sccc32)C1 (centres undefined),2,2,-2,4,-1,6,3,-3,0

# Molecules from the list above with fluorine, in the order listed:
SMILES,PAFAH1B2 FP inh,PAFAH2 FP inh,PAD4 inh,GSTO1 counter,Fam108B counter,pPAFAH FP inh,PME-1 inh,PAFAH1B3 inh,LYPLA1 inh
COC(=O)[C@@]1(Cc2ccc(F)cc2)[C@@H]2[C@@H](CC(=O)[C@H]2CC(=O)C(=O)N(C)C)CN1C(=O)c1ccccc1,5,-3,-2,4,8,0,-3,-6,2
O=C1[C@H]2[C@@H](c3ccc(F)cc3)N3C(=O)N(c4ccc(C(F)(F)F)cc4)C(=O)[C@@]3(Cc3ccccc3)[C@H]2C(=O)N1C1CCCCC1,-5,3,1,-3,-7,8,-10,-2,-8

# Further compounds follow.
SMILES,PAFAH1B2 FP inh,PAFAH2 FP inh,PAD4 inh,GSTO1 counter,Fam108B counter,pPAFAH FP inh,PME-1 inh,PAFAH1B3 inh,LYPLA1 inh
CC1=C(C(=O)Nc2ccc(C(=O)NC(C)c3ccccc3)cc2)SCCO1 (centres undefined),5,6,0,-3,2,8,6,-2,2
Cc1c(Br)c([N+](=O)[O-])nn1C(C)C(=O)Nc1ccc2c(c1)OCO2 (centres undefined),4,-1,1,4,7,5,7,0,1
Cc1ccc(C(=O)NCCN2CCCC2)cc1,5,8,-2,-4,-1,-6,-4,-2,-5
Cc1ccc(S(=O)(=O)N/N=C/c2cc([N+](=O)[O-])ccc2O)cc1[N+](=O)[O-],6,10,-9,-11,-2,0,-1,13,2
CCOC(=O)COc1ccc(/C=C2\NC(=S)N(CC)C2=O)cc1,1,1,3,10,1,0,6,0,1
CCOC(=O)N1CCN(C(=O)c2ccc3nc4ccsc4c(=O)n3c2)CC1,1,0,0,-6,-2,8,5,3,0
COC(=O)CSc1nc2ncccc2[nH]1,6,-2,1,4,2,1,-7,1,0
COc1ccc(C(=O)Cn2c(Cl)nc3c2c(=O)n(C)c(=O)n3C)cc1,3,6,0,-4,1,3,0,-1,-2
Cc1cc(S(=O)(=O)NCc2cccnc2)ccc1F,1,7,-3,3,-1,0,-7,8,0
C=C(C)CNC(=S)N/N=C/c1c(F)cccc1F,2,-5,-3,-1,0,5,1,-2,-1
CCOC(=O)c1c(CN2CCC(C)CC2)n(C)c2cc(Br)c(OC)cc12,3,4,-1,-1,2,0,2,6,3
O=C(c1ccncc1)N1CCN(C(=O)c2cccc3ccccc23)CC1,-1,0,3,6,3,8,6,7,-4
CC(=O)/C=C\c1cn(-c2ncc(C(F)(F)F)cc2Cl)c2ccccc12,2,3,-3,-12,3,0,0,-1,-2
O=C(Cn1c(C(F)(F)F)nc2ccccc21)Nc1ccccc1C(=O)O,6,8,-2,-18,0,-2,4,7,2
COc1ccc2c(Cl)c(C(=O)NCCc3ccc(S(N)(=O)=O)cc3)sc2c1,-2,-13,-4,-5,-14,-3,-19,-5,-8
Cc1cc(/C=C2\C(=N)N3C(SCc4ccccc4)=NSC3=NC2=O)c(C)n1Cc1ccccc1,5,-3,2,2,-4,1,-1,7,-1
CCOc1cc(NC(=S)NCCCN2CCOCC2)c(OCC)cc1NC(=O)c1ccccc1,7,3,-1,6,-4,1,0,3,0
O=[N+]([O-])c1cc2c(cc1/C=N/n1cnnc1)OCO2,2,1,-3,2,2,2,-2,3,1
CC(=O)Nc1ccc(S(=O)(=O)Nc2cccc(N(C)S(C)(=O)=O)c2)cc1,-2,-12,-1,6,-6,1,1,8,-6
COCCNC(=O)C(=O)NCC1OCCN1C(=O)c1ccc(Cl)cc1 (centres undefined),4,1,-5,7,3,-1,-2,4,-2
CC/C(=N/NC(=O)c1ccc(Br)o1)c1ccc(Cl)cc1,4,-5,-1,-2,-4,8,-9,9,0
Cc1ccc(-c2ccc(CCC(=O)O)n2-c2ccc(O)cc2)cc1,13,-5,-3,6,-5,21,2,6,-5
COc1ccccc1NC(=O)C1=C(C)Nc2nnnn2C1c1ccccc1OC (centres undefined),1,5,-1,-3,6,1,1,13,-2
CCOc1ccc2nc(NC(=O)Cn3[nH]c(=O)c4ccccc4c3=O)sc2c1,-7,-4,-10,2,-3,3,-9,-9,-7
CC(=O)c1cccc(NC(=S)NC(=O)C(C)C)c1,6,3,-4,2,-3,1,1,4,0
Cn1c(=O)[nH]c(=O)c2c1nc(N(CCO)Cc1ccccc1)n2CCCc1ccccc1,0,-3,3,0,-1,3,10,7,4
O=S(=O)(NC1=NCCCCC1)c1ccc(Cl)cc1Cl,6,-3,1,x,x,1,-3,0,-2
C[C@@H]1O[C@@H](OCCC(=O)O)[C@H](O)C[C@H]1O,-2,-3,1,x,x,-4,x,5,x
COc1ccc(C(=O)Nc2nc3ccccc3c(=O)[nH]2)cc1,-1,4,-6,0,-3,6,-13,-6,-7
Cc1ccccc1-c1nn(-c2ccc(F)cc2F)cc1CNCCCO,5,-6,-2,-6,1,4,-4,5,0

# Single records, from the list above. Screens in order: PAFAH1B2 FP inh | PAFAH2 FP inh | PAD4 inh | GSTO1 counter | Fam108B counter | pPAFAH FP inh | PME-1 inh | PAFAH1B3 inh | LYPLA1 inh
# Listed for COc1ccc(C(=O)Nc2nc3ccccc3c(=O)[nH]2)cc1 → -1 | 4 | -6 | 0 | -3 | 6 | -13 | -6 | -7
# Listed for CCOc1ccc2nc(NC(=O)Cn3[nH]c(=O)c4ccccc4c3=O)sc2c1 → -7 | -4 | -10 | 2 | -3 | 3 | -9 | -9 | -7
